High-throughput results: PubChem, The Scripps Research Institute Molecular Screening Center
LYPLA1 inh: counter-screen for PME1 inhibitors: inhibitors of human LYPLA1; recombinant LYPLA1, FP-Rh probe fluorescence polarization; inhibition, % at 5.9 µM; 320,000 compounds, 0.16% hits; AID 2174;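 active means inhibition above the mean of all tested compounds plus 3 SD, set per campaign, cut at about 14% in these data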;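 further: inhibitors block serine hydrolase probe labeling of LYPLA1 so polarization falls; 0% = enzyme with DMSO and 100% = wells lacking LYPLA1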
Target sequence (O75608 whole entry, looked up): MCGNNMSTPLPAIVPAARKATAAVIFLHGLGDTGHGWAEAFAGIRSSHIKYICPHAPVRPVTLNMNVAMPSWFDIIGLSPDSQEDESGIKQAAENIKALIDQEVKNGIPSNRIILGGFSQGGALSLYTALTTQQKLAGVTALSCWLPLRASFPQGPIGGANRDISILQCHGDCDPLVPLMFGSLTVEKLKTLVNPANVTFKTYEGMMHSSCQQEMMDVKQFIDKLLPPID
PME-1 primary: PME-1 (human) inhibition | recombinant PME-1, FP-Rh probe fluorescence polarization | inhibition, % at 5.9 µM | 320,000 compounds, 0.53% hits | AID 2130;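 active means inhibition above the campaign mean of all compounds plus 3 SD, cut at about 26% in these data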;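 further: competitive labeling of PME-1 active site by serine hydrolase directed probe; 0% = PME-1 with DMSO and 100% = wells lacking PME-1 enzyme; inhibitors block probe labeling so polarization falls and inhibition rises; many of its hits are not listed in these tables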
Target sequence (Q9Y570 whole entry, looked up): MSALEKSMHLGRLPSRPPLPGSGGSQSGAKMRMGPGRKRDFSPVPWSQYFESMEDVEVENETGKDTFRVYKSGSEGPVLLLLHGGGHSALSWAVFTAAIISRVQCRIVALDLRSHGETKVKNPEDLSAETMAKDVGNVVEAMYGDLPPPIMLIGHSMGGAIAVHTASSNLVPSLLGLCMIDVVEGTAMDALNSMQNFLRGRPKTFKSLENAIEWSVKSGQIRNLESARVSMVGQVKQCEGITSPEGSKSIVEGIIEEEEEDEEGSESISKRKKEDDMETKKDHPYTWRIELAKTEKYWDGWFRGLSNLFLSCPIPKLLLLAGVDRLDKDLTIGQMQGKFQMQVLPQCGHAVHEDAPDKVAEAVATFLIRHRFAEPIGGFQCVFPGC
PAFAH1B2 inh: blocks human PAF acetylhydrolase 1b catalytic subunit 2; recombinant PAFAH1B2, FP-rhodamine activity probe, fluorescence polarization; P68402; AID 492953; 340,000 compounds, 1.2% hits; inhibition, % at 3.39 µM;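 active means inhibition above the mean of all tested compounds plus 3 SD, cut at about 24% in these data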;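 further: 0% = enzyme with DMSO and 100% = wells lacking PAFAH1B2; many of its hits are not listed in these tables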
Target sequence (P68402 whole entry, looked up): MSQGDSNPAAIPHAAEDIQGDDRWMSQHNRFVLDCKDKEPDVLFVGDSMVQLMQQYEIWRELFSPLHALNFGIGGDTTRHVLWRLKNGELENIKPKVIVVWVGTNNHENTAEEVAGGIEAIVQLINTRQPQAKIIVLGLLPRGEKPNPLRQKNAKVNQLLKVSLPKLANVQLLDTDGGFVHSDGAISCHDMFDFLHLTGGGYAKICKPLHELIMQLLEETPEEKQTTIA
Fam108B counter: blocks mouse Fam108B hydrolase in RBBP9 counter-screen | recombinant Fam108B, FP-Rh probe fluorescence polarization | inhibition, % at 9.51 µM | 300,000 compounds, 0.33% hits | AID 1947;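 active means inhibition above the screen mean inhibition plus 3 SD, computed separately per campaign, cut at about 18% in these data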;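 further: inhibitors lower polarization as less probe binds the enzyme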
pPAFAH FP inh: inhibitors of human plasma PAF acetylhydrolase (pPAFAH); recombinant pPAFAH, FP-rhodamine probe fluorescence polarization; AID 463082; Q13093; 330,000 compounds, 1.5% hits; inhibition, % at 3.39 µM;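 active means inhibition above the mean inhibition across the screen plus 3 SD, cut at about 25% in these data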;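 further: inhibitors block binding of the rhodamine activity-based probe so polarization drops; 0% = enzyme with DMSO and 100% = wells lacking pPAFAH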
PAFAH2 inh: inhibitors of human PAFAH2 | recombinant PAFAH2, FP-rhodamine activity probe, fluorescence polarization | inhibition, % at 3.39 µM | 340,000 compounds, 0.99% hits | Q99487;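 active means inhibition above the mean over all tested compounds plus 3 SD, cut at about 30% in these data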;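 further: inhibitors block probe labeling of enzyme so polarization drops; 0% = enzyme with DMSO and 100% = wells lacking PAFAH2 protein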
PAFAH1B3 inh: PAFAH1B3 (human) inhibition | recombinant PAFAH1B3, FP-rhodamine probe, fluorescence polarization | inhibition, % at 3.39 µM | AID 492972 | Q15102 | 340,000 compounds, 0.28% hits;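 active means inhibition above the screen-wide average of all tested compounds plus 3 SD, cut at about 25% in these data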;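 further: 0% = enzyme with DMSO only and 100% = wells lacking PAFAH1B3 protein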
PAD4 FP inh: blocks human protein arginine deiminase 4 | recombinant PAD4, RCA probe fluorescence polarization | inhibition, % at 6.36 µM | Q9UM07 | 330,000 compounds, 0.41% hits | AID 485272;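 active means percent inhibition above a cutoff equal to the mean of all tested compounds plus 3 SD, cut at about 15% in these data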;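 further: 0% = PAD4 with RCA probe and DMSO and 100% = probe without PAD4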
GSTO1 counter: counter-screen for RBBP9 inhibitors: inhibitors of human GSTO1; P78417; recombinant GSTO1, activity-based probe fluorescence polarization; inhibition, % at 5.96 µM; 300,000 compounds, 1.1% hits; AID 1974;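 active means inhibition above the campaign mean inhibition plus 3 SD, cut at about 35% in these data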;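 further: 0% = GSTO1-1 with DMSO and 100% = wells lacking GSTO1-1 enzyme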
* hit, by the source's call; nt = no result given. These rows are one share of the data (hit frequency here may not be typical).

Under each structure – LYPLA1 inh, PME-1 primary, PAFAH1B2 inh, Fam108B counter, pPAFAH FP inh, PAFAH2 inh, PAFAH1B3 inh, PAD4 FP inh, GSTO1 counter
1	CN(N)C(=S)Nc1ccc(F)cc1
    5, 5, 4, -3, 6, 1, 4, 0, -5
2	C=CCOC(=O)CCC(=O)Nc1cccc2ccccc12
    4, -2, -2, 2, 3, -8, 8, 2, 3
3	CCc1n[nH]c2c1C(=O)CC(C)(C)C2
    -2, -4, 6, 0, 7, 0, 13, 0, 3
4	O=C(CNC(=O)c1ccc(Cl)c([N+](=O)[O-])c1)OC1CCCCC1=O (stereo not drawn)
    5, 1, 0, 1, 4, 2, 2, -1, -1
5	C=C(c1ccccc1Cl)[n+]1ccccc1
    0, -3, -2, 1, -1, -3, 13, 1, 5
6	Cc1ccc(-n2c(-c3cc(C)n(C)n3)n[nH]c2=S)cc1
    -3, -2, 6, -2, 4, -3, 5, 4, -2
7	CSc1nccc(-c2nn(-c3ccc(C)cc3)ccc2=O)n1
    -1, -2, 4, 0, 3, -7, 9, -1, 1
8	COC(=O)c1ccccc1NC(=S)NC(=O)CC(C)C
    0, 0, -1, 1, 3, -9, 4, 1, 15
9	O=[N+]([O-])c1cc(-c2ncccn2)c([N+](=O)[O-])s1
    0, -1, 4, 0, 2, 3, 2, 1, 7
10	Cc1noc(C)c1CSc1nc2sc3c(c2c(=O)n1C)CCCC3
    -4, 2, 2, 2, -5, -1, 1, 1, -3
11	COC(=O)c1ccc(COc2ccccc2/C=C/C(=O)c2ccc(OCC(=O)O)cc2)cc1
    -9, -1, -5, -10, -4, 3, 7, -2, -18
12	Cc1cc(C)cc(NC(=S)N(Cc2ccc(Br)cc2)Cc2ccc(C(=O)O)cc2)c1
    -1, -1, 10, -4, 6, 0, 7, 1, -2
13	COc1cccc(C2c3[nH]c4ccccc4c3C[C@H]3C(=O)N(c4ccccc4C(=O)NCCCN4CCOCC4)C(=O)N23)c1 (stereo partly drawn)
    1, -3, 3, -1, 2, 5, 2, 2, 2
14	CCOC(=O)C(=O)Nc1nc(-c2ccccc2)c(-c2ccccc2)o1
    -5, 4, 3, 5, 5, 4, -2, -2, -3
15	Cc1cc(C)cc(Nc2ccc(C(=O)O)cc2[N+](=O)[O-])c1
    2, 11, 0, -2, 4, -4, -5, 1, 1
16	Cc1ccc(C)c(S(=O)(=O)N2CCN(C(=O)c3ccccc3Cc3ccccc3)CC2)c1
    -1, 4, 4, -1, 8, 1, 6, 0, 3
17	O=C(CSc1nnc2c(Cl)cc(C(F)(F)F)cn12)N(Cc1ccccc1)Cc1ccccc1
    1, 0, 1, -3, 2, -5, 12, -3, -2
18	CCn1c(N2CCN(C(=S)NCCc3ccccc3)CC2)nc2ccccc21
    -7, 8, -1, 0, 7, 9, -2, -1, 6
19	CCn1c(C)nc2cc(C(=O)NNS(=O)(=O)c3c(C)c(C)cc(C)c3C)ccc21
    -5, -3, 1, -1, 3, 10, 3, -6, 2
20	C/C(=N\NC(=O)CNC(=O)c1ccco1)c1ccc(Br)cc1
    1, -8, 8, -2, 0, 1, 5, -2, 5
21	Cc1ccc(C(=O)CCC(=O)Nc2ccc(Cl)c(S(=O)(=O)Nc3cccc(Cl)c3)c2)cc1
    -8, 5, 10, -3, 0, 1, 5, -2, -1
22	CC(Oc1cccc(Cl)c1)C(=O)NC1CC(C)(C)NC(C)(C)C1 (stereo not drawn)
    -4, 1, -3, -1, 2, 4, 3, -4, 0
23	Oc1ccc(Cl)cc1C=Nc1ccccc1Br
    3, -2, 2, 0, 0, 8, 12, -1, 1
24	O=C(Nc1ccccc1-c1nc2ccccc2s1)c1cccnc1Cl
    -3, 3, -9, -7, 4, -1, -8, 2, -6
25	Cc1cccc(C)c1NC(=O)/C(C#N)=C/c1ccsc1
    -8, -6, 1, 2, 4, 6, 12, 1, -5
26	COc1cccc(Nc2nc(N)c([N+](=O)[O-])c(NCc3ccco3)n2)c1
    -7, 0, nt, -3, 11, nt, nt, 0, -20
27	COc1ccccc1C1CCN(Cc2ccc(Cl)cc2Cl)CC1
    5, -1, 8, -7, 0, 4, -9, -9, -4
28	Cc1cc(S(=O)(=O)NC2CCCCC2)ccc1OCC(=O)NCc1cccnc1
    -1, 5, 0, -3, 8, 9, 7, -1, 2
29	O=C(NC1(C(F)(F)F)NC(=O)N(Cc2ccco2)C1=O)c1cccs1 (stereo not drawn)
    1, -3, 0, -2, 3, -4, 4, 0, -10
30	Cc1ccc(C2C(C#N)=C(N)OC3=C2C(=O)CCC3)s1 (stereo not drawn)
    -2, -5, 6, -3, 4, -2, 8, -3, 4

Compounds 23–30, quoted:
Under each structure – LYPLA1 inh, PME-1 primary, PAFAH1B2 inh, Fam108B counter, pPAFAH FP inh, PAFAH2 inh, PAFAH1B3 inh, PAD4 FP inh, GSTO1 counter
23	Oc1ccc(Cl)cc1C=Nc1ccccc1Br
    3, -2, 2, 0, 0, 8, 12, -1, 1
24	O=C(Nc1ccccc1-c1nc2ccccc2s1)c1cccnc1Cl
    -3, 3, -9, -7, 4, -1, -8, 2, -6
25	Cc1cccc(C)c1NC(=O)/C(C#N)=C/c1ccsc1
    -8, -6, 1, 2, 4, 6, 12, 1, -5
26	COc1cccc(Nc2nc(N)c([N+](=O)[O-])c(NCc3ccco3)n2)c1
    -7, 0, nt, -3, 11, nt, nt, 0, -20
27	COc1ccccc1C1CCN(Cc2ccc(Cl)cc2Cl)CC1
    5, -1, 8, -7, 0, 4, -9, -9, -4
28	Cc1cc(S(=O)(=O)NC2CCCCC2)ccc1OCC(=O)NCc1cccnc1
    -1, 5, 0, -3, 8, 9, 7, -1, 2
29	O=C(NC1(C(F)(F)F)NC(=O)N(Cc2ccco2)C1=O)c1cccs1 (stereo not drawn)
    1, -3, 0, -2, 3, -4, 4, 0, -10
30	Cc1ccc(C2C(C#N)=C(N)OC3=C2C(=O)CCC3)s1 (stereo not drawn)
    -2, -5, 6, -3, 4, -2, 8, -3, 4

Other entries.
Under each structure – LYPLA1 inh, PME-1 primary, PAFAH1B2 inh, Fam108B counter, pPAFAH FP inh, PAFAH2 inh, PAFAH1B3 inh, PAD4 FP inh, GSTO1 counter
31	O=C(Nc1ccccc1)n1cc(-c2ccccn2)c(N2CCOCC2)n1
    -1, 1, 3, 1, 5, 10, 5, -2, -5
32	O=C(COC(=O)c1n[nH]c(=O)c2ccccc12)NCc1ccccc1
    3, 15, 5, nt, 1, 4, 9, -1, nt
33	O=C(N/N=C/c1ccc(OCc2ccccc2)cc1)c1cccs1
    -5, -16, 5, -5, -4, -5, 4, 1, -10
34	N#CCOc1ccc2oc(-c3ccco3)cc(=O)c2c1
    -1, 0, nt, 2, 6, nt, nt, -4, -11
35	Clc1cnc(N/N=C/c2cccs2)c(Cl)c1
    -1, 7, 3, -3, 8, 4, 5, -3, 0
36	Cc1ccc(-c2nc3ccccc3o2)cc1NC(=O)Cc1cccs1
    3, 3, 2, -1, -4, 7, 0, -7, -1
37	Cc1cc(C(F)F)n2nc(C(=O)Nc3ccc(F)cc3F)nc2n1
    4, 1, 5, -3, 1, 4, 8, -2, 2
38	O=C(COc1ccccc1C(=O)N/N=C\c1ccc(O)c(O)c1)N/N=C/c1ccc(O)c(O)c1
    -12, 35*, 12, 35*, 62*, 42*, 0, 4, -36
39	COc1ccc(CC(=O)N2CCC3(CC2)NCCc2[nH]cnc23)cc1
    -2, 4, -1, 5, 4, -3, 3, -1, -3
40	COCCNC(=O)CSc1nc(-c2ccccc2)cs1
    -1, 2, 2, 0, -7, -2, 3, 2, 11
41	CC/C(C)=C1\SC(N2CCOCC2)=NC1=O
    -3, -8, -2, -2, 5, -2, 4, 0, 3
42	CC(C)CNS(=O)(=O)c1ccc(S(=O)(=O)N2CCN(C3CCCC3)CC2)cc1
    2, -4, 3, 2, 3, 3, 4, 1, 6
43	O=C(CNCc1ccc(F)cc1)Nc1ccccc1[N+](=O)[O-]
    -1, 2, 1, -1, -2, -5, 2, -3, -2
44	CN(Cc1ccccc1)C(=O)c1cnc2n(c1=O)CCS2
    3, 2, 5, 5, 4, -6, 4, -3, 8
45	COc1ccc(CNCc2cccn2C)cc1
    3, 0, 0, -2, 1, -9, 6, 3, 3
46	C=CCN(CC=C)CC(=O)Nc1ccc(S(N)(=O)=O)cc1
    0, 0, 2, -3, 0, -8, 1, -1, 4
47	CC(C)Cn1c(N)c(C(=O)COC(=O)c2ccc(Br)cc2)c(=O)n(C)c1=O
    nt, nt, 6, nt, 5, -3, 7, -1, nt
48	CCOC(=O)/C=C1\SCC(=O)N1CCOc1cccc(Br)c1
    4, -1, 6, 3, 3, -3, -4, -3, 5
49	O=C(N/N=C\c1cc(Br)c(Br)o1)c1cncc(Br)c1
    -6, 0, 4, 4, -2, 2, 3, -3, -5
50	COc1ccc2nc(C(F)(F)Cl)c(C#N)c(N)c2c1
    -3, 0, 1, -2, 0, 0, -1, 3, -7
51	O=C(Nc1ccc(F)c(Cl)c1)Nc1csc2ccccc12
    -39, -12, 18, -12, -2, 4, 30*, -6, -40
52	CSc1ccccc1NC(=O)CN1CCN(c2ccccn2)CC1
    3, 2, -2, -3, -2, 0, 5, 3, 0
53	Nc1ccc(-c2cc3ccccc3oc2=O)cc1
    7, 4, 2, 3, 3, 3, 4, -1, 2
54	CC(C)Cn1c(N)c(C(=O)COC(=O)c2ccc(O)cc2O)c(=O)n(C)c1=O
    4, -1, 2, 0, -1, -2, 9, 1, -5
55	COc1cccc(CNC(=O)CN2C(=O)CSc3ccc(S(=O)(=O)N4CCOCC4)cc32)c1
    1, 3, 4, 3, -2, 3, 6, 2, -2
56	CC(=O)Nc1ccc(NC(=O)c2ccc(NS(=O)(=O)c3cccc4cccnc34)cc2)cc1
    -5, 3, -10, 2, 3, -21, -7, -1, 3
57	COc1ccc(NC(=O)CSc2nnc(-c3ccncc3)n2C)cc1
    0, -7, 5, -4, -6, 3, 6, -11, 2
